D1 potentiator = enhances dopamine response at the human D1 receptor; HEK293 TREx D1 cells, calcium flux, dopamine EC20 potentiation; potentiation, % at 10 µM; 360,000 compounds, 0.036% hits; AID 504651; in the data active means potentiation above about 30%; further: 0% is about no effect
Target sequence (P21728 whole entry, looked up): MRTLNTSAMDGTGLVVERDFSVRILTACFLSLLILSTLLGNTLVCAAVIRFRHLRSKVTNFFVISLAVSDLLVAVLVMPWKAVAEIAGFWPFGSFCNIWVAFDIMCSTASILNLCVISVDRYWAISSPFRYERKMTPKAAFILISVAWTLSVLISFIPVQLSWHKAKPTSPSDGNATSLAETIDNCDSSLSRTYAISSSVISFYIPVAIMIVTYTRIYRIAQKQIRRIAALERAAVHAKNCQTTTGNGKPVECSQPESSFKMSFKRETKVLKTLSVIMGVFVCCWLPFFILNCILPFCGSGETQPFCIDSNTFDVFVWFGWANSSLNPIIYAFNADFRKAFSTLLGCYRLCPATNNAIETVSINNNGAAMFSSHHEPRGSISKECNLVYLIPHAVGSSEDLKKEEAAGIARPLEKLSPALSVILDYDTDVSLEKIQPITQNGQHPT
RXFP1 antag = antagonists of human relaxin receptor RXFP1. HEK293-RXFP1, relaxin-stimulated cAMP HTRF, 30 min; active compounds read low. activity change, negative = inhibition, % at 57.5 µM. 350,000 compounds, 0.59% hits;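 active means activity change of -60% or lower, but not beyond a set lower limit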; further: on the % scale 0 is the no-effect control and ±100 the full control effect
D2 antag = antagonizes the human D2 dopamine receptor. HEK293 TREx D2 cells, calcium flux, dopamine EC80. inhibition, % at 10 µM. 340,000 compounds, 2% hits; in the data active means inhibition above about 30%; further: 0% is about no effect
Target sequence (P14416 whole entry, looked up): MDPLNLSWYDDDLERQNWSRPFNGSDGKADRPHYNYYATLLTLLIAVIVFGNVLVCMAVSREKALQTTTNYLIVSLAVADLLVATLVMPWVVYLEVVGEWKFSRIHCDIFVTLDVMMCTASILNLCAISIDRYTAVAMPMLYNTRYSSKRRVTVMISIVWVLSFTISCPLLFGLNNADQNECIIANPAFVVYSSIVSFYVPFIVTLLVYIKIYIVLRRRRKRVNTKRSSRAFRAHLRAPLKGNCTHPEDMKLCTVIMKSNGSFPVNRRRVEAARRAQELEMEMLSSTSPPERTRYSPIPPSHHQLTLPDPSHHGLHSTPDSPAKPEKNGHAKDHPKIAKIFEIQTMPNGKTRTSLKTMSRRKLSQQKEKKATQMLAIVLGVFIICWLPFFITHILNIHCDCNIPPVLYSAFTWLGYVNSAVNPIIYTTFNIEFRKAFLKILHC
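Dopamine at EC80 is the agonist stimulus; test compounds precede it by 180 s. Calcium flux read kinetically in a force-coupled, inducible HEK293 T-REx D2 cell line.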
TRHR agonist = activates the human TRH receptor; P34981; TRHR cells, calcium flux fluo-8, FDSS agonist mode; activation, % at 2 µM; 360,000 compounds, 0.18% hits; AID 493084; further: 0% is about no effect
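Steps: seed TRHR cells overnight; add fluo-8 no-wash Ca dye, RT 30 min–1.5 h; record 10 s baseline; pin-transfer compounds; monitor fluorescence 1 cycle/s for the agonist window. Calcium increases flag candidate agonists.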
TRHR enhancer = TRH receptor (human) allosteric enhancement | AID 493056 | enhancement, % at 2 µM | TRHR cells, fluo-8 calcium fluorescence, EC20 TRH enhancement | 360,000 compounds, 0.66% hits | P34981; in the data active means enhancement above about 30%; further: 0% is about no effect
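TRHR-expressing cells loaded with fluo-8 calcium dye were read kinetically (ex 480/em 530) during compound addition, then stimulated with an EC20 of TRH (10 nM final). Enhancement of the Gq-mediated intracellular calcium response was scored.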
D1 antag = human D1 dopamine receptor antagonism. P21728. HEK293 TREx D1 cells, calcium flux, dopamine EC80; active compounds read low. activity change, negative = inhibition, % at 10 µM. 360,000 compounds, 3.2% hits; in the data active means activity change below about -30%; further: on the % scale 0 is the no-effect control and ±100 the full control effect
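Antagonism measured as reduced calcium response to an EC80 dopamine addition following 180 s compound pre-read; cells were inducible HEK293 Trex D1 plated overnight at 30 C, read kinetically at 1 cycle/sec.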
D2 potentiator = D2 dopamine receptor (human) potentiation; 340,000 compounds, 0.34% hits; potentiation, % at 10 µM; P14416; HEK293 T-REx D2, calcium flux, EC20 dopamine potentiation;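 active means potentiation over 3 SD above the plate norm, cut at about 30% in these data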; further: 0% is about no effect
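Tetracycline-induced HEK293 T-REx cells force-coupled to calcium signalling expressed D2; compounds were pin-added after a 10 s baseline, read kinetically 180 s, then an EC20 dopamine challenge followed with a further 180 s calcium read.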
D1 ag = human D1 receptor agonism | P21728 | HEK293 T-REx D1 cells, calcium flux, agonist mode | 360,000 compounds, 1% hits | activation, % at 2 µM; further: 0% is about no effect
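Inducible HEK293 T-REx D1 cells, force-coupled to calcium signalling, were plated at 4000 cells/well with tetracycline and held overnight at 30 C. After no-wash calcium dye loading, compound-evoked calcium rise over 180 s flagged agonists.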
D2 agonist = activates the human D2 dopamine receptor. HEK293 T-REx D2 cells, calcium flux agonist mode. 340,000 compounds, 0.53% hits. activation, % at 2 µM;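 active means activation over 3 SD above normal in the single-dose calcium agonist read, cut at about 30% in these data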; further: 0% is about no effect
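Agonism is scored from calcium flux in a force-coupled, inducible HEK293 cell line expressing D2, read kinetically for 180 s after compound addition against dopamine controls.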
* marks the source's active call; other numbers are inactive results; . = not tested or not shown. Unless noted, no stated cut-off is given here; in the data, active means activation above about 30%; inactive means the rest.

SMILES	D1 potentiator	RXFP1 antag	D2 antag	TRHR agonist	TRHR enhancer	D1 antag	D2 potentiator	D1 ag	D2 agonist
COc1ccccc1Nc1sc(C(=O)c2ccc(F)cc2)c(N)c1S(=O)(=O)c1ccc(C)cc1	-1	.	.	1.7	5	16	-1	32*	.
C(=N\c1ncnc2sccc12)/NOCc1ccccc1	11	-5	-9	-0.5	1	-7	-3	11	0.7
O=C1CC(=O)CC(c2ccccc2)C1	-11	-5	1	1.3	-1	10	1	0	0.5
Cc1ccc(NC(=O)Nc2ccc(F)cc2)nc1	-3	-5	7	0.2	6	-9	-2	6	0.1
Nc1nnc(CCS(=O)(=O)c2ccc(Cl)cc2)s1	1	2	16	0.3	5	-20	5	0	-0.5
NC(=O)c1cn(-c2ccccc2)nc1-c1cccnc1	-1	-9	1	1.4	0	-1	-11	2	-0.1
CCc1cc(=O)oc2cc(C)cc(OCC(=O)NC3CCN(Cc4ccccc4)CC3)c12	0	16	10	-0.3	-2	-12	-27	0	-0.1
COC(=O)c1ccc(NC(=O)CSc2n[nH]c(CC(C)C)n2)cc1	1	-10	.	-1.2	11	-1	0	0	-2.0
Cc1ccnc(NCn2nnc3ccccc32)c1	-4	12	-8	-0.6	12	-6	1	2	-0.5
COc1ccccc1NC(=O)C1CCCN1S(=O)(=O)c1ccc(Cl)cc1 (stereo not drawn)	.	-9	9	-1.0	3	-12	8	10	0.2
CSc1ccc(N2CCN(CCCNC(=O)Nc3ccccc3F)CC2)cc1	-24	6	-6	0.1	-7	-4	20	75*	-1.3
CCC(Cc1ccccc1)NC(=O)/C=C/c1ccco1 (stereo not drawn)	-10	-9	3	0.0	1	5	4	1	0.3
CCn1ccc2c(OCC(=O)NCc3ccccc3)cccc2c1=O	3	.	.	-0.3	-8	.	-8	-4	-0.3
CCN(Cc1cc2cc(C)ccc2[nH]c1=O)S(=O)(=O)c1ccccc1	-5	16	-3	-0.4	0	1	-3	3	-0.9
CCc1cccc2c(C(=O)CSc3nnc(-c4ccoc4C)n3C)c[nH]c12	0	1	4	-0.8	-6	-26	2	2	-1.1
Cc1sc2nc(C(C)C)nc(SCC(=O)N3CCN(C(=O)c4ccco4)CC3)c2c1C	-9	-1	-8	-1.2	-6	-7	-3	1	-1.1
Cn1nc(C(=O)N2CCN(C(c3ccccc3)c3ccccc3)CC2)c2ccccc2c1=O	-3	-1	-17	-1.2	6	-11	-9	3	0.6
O=C(c1n[nH]c2c1CCCC2)n1ccnc1	-5	.	-3	0.4	-6	1	-14	4	0.0
Cc1ccc(Oc2c(F)c(F)nc(N3CCCC3)c2F)cc1	1	11	6	0.3	7	-1	-3	4	3.0
Cc1ccccc1N1C(N)=NC(N)=NC1(C)C	9	-5	.	2.3	-11	8	.	1	.
Cn1c(=O)c2c(nc(NCCNC(=O)c3ccco3)n2Cc2ccc(F)cc2)n(C)c1=O	7	-1	.	0.2	5	17	.	-1	.
CCN1CCN(CCNC(=O)c2ccc(CS(=O)c3ccc(Br)cc3)o2)CC1 (stereo not drawn)	-1	7	6	0.1	3	11	5	1	1.7
CC1CN(CC(=O)NN=C(c2ccccc2)c2ccccc2)CC(C)O1 (stereo not drawn)	4	3	-7	0.2	3	2	-5	0	0.2
CC(C)OC(=O)Cn1nc(C(c2ccccc2)c2ccccc2)oc1=O	-6	-4	-1	0.0	-6	-9	6	6	-5.4
CC(=O)Nc1ccc(S(=O)(=O)Nc2cccc(C(=O)Nc3ccccc3C(=O)O)c2)cc1	-2	-3	25	-0.3	5	12	-7	-1	0.7
CC(C)NC(=O)C1(S(=O)(=O)c2ccccc2)CC=CC1	1	.	-3	0.2	6	-22	5	5	-0.2
CC(C)(C)OC(=O)N/N=C/c1ccc(Br)cc1	-6	-31	-4	0.2	5	0	-2	-2	0.0
COc1cc(S(=O)(=O)Nc2ccccc2N2CCCCC2)ccc1NC(C)=O	4	2	-10	-0.3	17	-4	0	1	-0.8
Cc1nn(C)cc1CNC(=O)c1cc2n(n1)C(C(F)(F)F)CC(c1cccs1)N2 (stereo not drawn)	-4	-1	-3	1.4	-1	1	1	4	0.9
Cc1nc2c(c(C)c1C#N)C(=O)c1ccccc1-2	2	-21	4	-0.3	-1	17	16	0	0.1
CS(=O)(=O)N1CCN(c2ccc([N+](=O)[O-])c(NCc3ccc(Cl)cc3)c2)CC1	-6	19	-2	-1.3	-4	8	2	3	0.4
CCOC(=O)c1c(C)[nH]c(C(=O)COC(=O)CNC(=O)c2ccccc2Cl)c1C	-7	-17	-3	-0.4	7	-29	15	17	-1.1
c1ccc(-c2nn3c(C4CCCCC4)nnc3s2)cc1	1	-2	-3	-0.9	6	7	12	1	0.2
CN(C)CCCN1C(=O)c2cc3ccccc3cc2C1=O	0	2	-1	0.5	-1	-9	-1	3	2.1
CC(C)COC(=O)c1ccc(NC(=O)C2C3CCC(C3)C2C(=O)O)cc1 (stereo not drawn)	-4	1	1	0.1	-2	-7	-3	1	-0.6
CCc1cccc(OCC(O)Cn2c(N3CCCCC3)nc3c2c(=O)[nH]c(=O)n3C)c1 (stereo not drawn)	-2	-5	-7	0.2	2	7	6	2	0.6
Cc1ccnc(NS(=O)(=O)c2ccc(NC(=O)c3ccc(S(=O)(=O)N(C)C)cc3)cc2)n1	-5	-4	0	1.4	5	-23	3	1	0.4
O=C(Nc1ccc2nc(SCC(=O)N3CCCc4ccccc43)sc2c1)c1ccc(F)cc1	0	4	.	0.4	0	-10	.	6	.
CC1CCCC(C)N1/N=C/c1cc(Br)c(O)c(Br)c1 (stereo not drawn)	-9	.	.	1.3	-7	-12	.	5	.
O=C(ONC1=NCCCCC1)c1ccc(Cl)cc1	-5	1	7	0.3	7	4	5	2	0.6
CC(NC(=O)c1ccc(NC(=O)c2nsc3ccccc23)cc1)c1ccccc1 (stereo not drawn)	-1	-5	.	0.1	4	9	4	1	.
O=C(O)c1ccc(C(=O)C(=O)c2ccccc2)cc1	-2	2	-23	1.9	6	-10	5	0	-0.6
CC(=O)N(C)c1ccc(NC(=S)Nc2ccccc2)cc1	-10	.	-3	1.1	-4	-5	-10	3	0.4
Cc1ccc2[nH]c(O)c(N=NC(=O)C3CC3c3ccccc3)c2c1Br (stereo not drawn)	-1	1	4	0.1	5	4	-19	1	0.3
Cc1ccccc1NC(=O)CNc1ccccc1N1CCCCC1	-4	-6	13	-0.4	0	2	-16	2	0.1
O=c1sc2ccccc2n1CCCOc1ccccc1	-4	1	-3	-0.8	1	5	-3	2	0.7
CC(C)(C)c1ccc(C(=O)NNc2ccc(F)cc2F)cc1	-9	-6	9	-0.1	-8	-8	-8	2	-0.5
CC1(C)CC(=O)C=C(NC2CCCCC2)C1	-6	.	-6	-0.1	-1	-9	-6	1	-0.6
CCn1c(=O)n(CC)c2cc(S(=O)(=O)Nc3ccccc3C)c(C)cc21	0	14	-4	-1.2	-5	11	15	0	0.2
C(=N\Nc1nc2ccccc2s1)/c1ccc2c(c1)OCO2	-6	-7	-4	1.7	-1	-9	-11	2	0.4
Cc1cccc(NC(=O)c2ccc(S(=O)(=O)N3CCC(C)CC3)cc2)n1	2	-25	-12	-1.1	-6	-15	22	2	0.4
Cc1ccc(C(C)C)c(OCCNS(C)(=O)=O)c1	-5	-3	25	-0.6	-2	-5	-6	3	-0.7
CCN(c1ccccc1)S(=O)(=O)c1nnc(NC(=O)COc2cccc(C)c2)s1	0	-10	.	-0.5	18	5	-3	4	0.5
COc1cc(CN2CCCC(C(=O)c3ccc(C(C)(C)C)cc3)C2)cc(OC)c1O (stereo not drawn)	-3	-4	.	0.5	2	33	.	4	.
NC(=O)c1ccc(NC(=O)C2CCN(S(=O)(=O)Cc3ccccc3)CC2)cc1	0	-5	.	0.0	1	1	.	1	0.6
O=C(NCc1cccs1)C(=O)NCC1OCCCN1S(=O)(=O)c1ccccc1 (stereo not drawn)	0	9	-17	0.1	3	8	-3	6	0.2
S=c1[nH]nc(-c2ccccn2)n1/N=C/c1ccccc1	-2	6	-5	1.0	-8	0	-7	2	0.7
Cc1cc(=O)[nH]c(N2CCOCC2)n1	13	-21	15	0.2	28	4	-3	3	0.4
S=C(N/N=C/c1ccc(Cl)c(Cl)c1)Nc1ccccc1Cl	-4	-23	-1	1.0	2	-18	3	1	1.6
COC(=O)c1cc(=O)n(CCc2ccc(OC)c(OC)c2)c(=Nc2ccc(F)c(Cl)c2)s1	.	-1	14	-0.2	-3	9	-11	3	1.3

Arranged by heavy-atom count (rising): 4 of the compounds above
SMILES	D1 potentiator	RXFP1 antag	D2 antag	TRHR agonist	TRHR enhancer	D1 antag	D2 potentiator	D1 ag	D2 agonist
CC1(C)CC(=O)C=C(NC2CCCCC2)C1	-6	.	-6	-0.1	-1	-9	-6	1	-0.6
Cc1ccc2[nH]c(O)c(N=NC(=O)C3CC3c3ccccc3)c2c1Br (stereo not drawn)	-1	1	4	0.1	5	4	-19	1	0.3
CCN(c1ccccc1)S(=O)(=O)c1nnc(NC(=O)COc2cccc(C)c2)s1	0	-10	.	-0.5	18	5	-3	4	0.5
COC(=O)c1cc(=O)n(CCc2ccc(OC)c(OC)c2)c(=Nc2ccc(F)c(Cl)c2)s1	.	-1	14	-0.2	-3	9	-11	3	1.3

(next part)
SMILES	D1 potentiator	RXFP1 antag	D2 antag	TRHR agonist	TRHR enhancer	D1 antag	D2 potentiator	D1 ag	D2 agonist
Cc1ccc(C(=O)N(C)CC(=O)Nc2ccc(F)c(F)c2F)o1	0	-12	.	-0.4	4	-22	4	0	.
CCN(CC(=O)NCCCN1CCOCC1)S(=O)(=O)c1cc(Cl)ccc1Cl	.	-2	-8	1.2	15	-1	3	7	1.0
Cc1cc(F)c(F)c(C(=O)N2CCOCC2)c1	-2	3	8	0.0	2	-13	8	1	-0.5
Cc1cc2oc(=O)cc(CN(C)Cc3ccccc3)c2cc1C(C)C	-5	-18	-1	0.3	-7	4	-5	3	1.9
Clc1ccc(SCc2cc(-c3ccccc3)no2)cc1	-5	-6	-26	0.5	-1	34	3	12	-0.1
COc1cccc(CNC(=O)CCC2CCCN(C3CCOCC3)C2)c1 (stereo not drawn)	-1	-3	-3	0.6	-1	4	-15	1	-0.3
COc1ccc(CSc2nc3ccncc3n2Cc2nc(-c3ccc(OC)c(OC)c3)oc2C)cc1	-1	-5	.	0.2	-2	10	6	2	0.2
CCOC(=O)Cc1csc(NC(=O)c2cc(OC)cc(OC)c2)n1	-3	11	24	-0.2	2	2	-5	0	0.3
COc1ccccc1CNC(=O)CCc1c(C)c2ccc(OC)c(C)c2oc1=O	4	-2	.	-0.6	5	-24	-8	1	.

Looked up one by one from above:
SMILES	D1 potentiator	RXFP1 antag	D2 antag	TRHR agonist	TRHR enhancer	D1 antag	D2 potentiator	D1 ag	D2 agonist
Clc1ccc(SCc2cc(-c3ccccc3)no2)cc1	-5	-6	-26	0.5	-1	34	3	12	-0.1
Cc1cc2oc(=O)cc(CN(C)Cc3ccccc3)c2cc1C(C)C	-5	-18	-1	0.3	-7	4	-5	3	1.9
COc1ccc(CSc2nc3ccncc3n2Cc2nc(-c3ccc(OC)c(OC)c3)oc2C)cc1	-1	-5	.	0.2	-2	10	6	2	0.2
Cc1ccc(C(=O)N(C)CC(=O)Nc2ccc(F)c(F)c2F)o1	0	-12	.	-0.4	4	-22	4	0	.

High-throughput results deposited in PubChem by National Center for Advancing Translational Sciences (NCATS).
